From PubChem
PMI act hi M6P = human PMI activators, high substrate, primary screen, biochemical, fluorescence intensity, near-saturating mannose 6-phosphate | Mannose-6-phosphate isomerase (Homo sapiens), P34949 | AID 1216, 2008 | 190,000 compounds, 0.34% hits | activation factor at 20 µM | coupled PMI enzyme assay, resazurin fluorescence, 20 min; stronger effect = higher value; 1 = untreated enzyme, 0 = substrate-free blank;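 active = activation factor of 2 or more at 20 µM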
Target sequence (P34949 whole entry, looked up): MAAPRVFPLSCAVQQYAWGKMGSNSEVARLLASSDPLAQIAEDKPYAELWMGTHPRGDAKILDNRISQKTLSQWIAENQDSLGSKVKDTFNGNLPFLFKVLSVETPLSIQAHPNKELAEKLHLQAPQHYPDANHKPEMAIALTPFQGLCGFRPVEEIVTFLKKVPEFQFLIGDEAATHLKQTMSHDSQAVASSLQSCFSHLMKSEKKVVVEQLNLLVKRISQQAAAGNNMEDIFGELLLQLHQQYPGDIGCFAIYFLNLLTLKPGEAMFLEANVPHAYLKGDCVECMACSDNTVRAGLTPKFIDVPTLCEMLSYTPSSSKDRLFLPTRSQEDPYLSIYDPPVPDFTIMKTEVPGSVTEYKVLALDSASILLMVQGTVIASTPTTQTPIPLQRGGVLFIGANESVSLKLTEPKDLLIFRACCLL
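Material: human phosphomannose isomerase with PGI, G6PDH, diaphorase coupling enzymes. Quantity: 15 ng/mL PMI. Medium: HEPES pH 7.4 buffer with MgCl2 and Tween-20. Reagent: Near-saturating mannose-6-phosphate, 1.0 mM. Compound: 20 µM single dose. Times: enzyme reaction with compound 20 min at room temperature. Detection: resorufin fluorescence at Ex 544/Em 590 nm.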
TNAP inh hi DEA = human TNAP enzyme inhibitors, primary screen, biochemical, luminescent, high phosphate acceptor level, uHTS; Alkaline phosphatase, tissue-nonspecific isozyme (Homo sapiens), P05186; purified TNAP, CDP-star luminescence, 1 M DEA; inhibition, % at 20 µM; 200,000 compounds, 0.03% hits;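 active = over 50% inhibition of tissue-nonspecific alkaline phosphatase at 20 µM in the single-dose screen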;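 note: plate controls were DMSO wells for no effect and EDTA-quenched wells as full inhibition for full effect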
Target sequence (P05186 whole entry, looked up): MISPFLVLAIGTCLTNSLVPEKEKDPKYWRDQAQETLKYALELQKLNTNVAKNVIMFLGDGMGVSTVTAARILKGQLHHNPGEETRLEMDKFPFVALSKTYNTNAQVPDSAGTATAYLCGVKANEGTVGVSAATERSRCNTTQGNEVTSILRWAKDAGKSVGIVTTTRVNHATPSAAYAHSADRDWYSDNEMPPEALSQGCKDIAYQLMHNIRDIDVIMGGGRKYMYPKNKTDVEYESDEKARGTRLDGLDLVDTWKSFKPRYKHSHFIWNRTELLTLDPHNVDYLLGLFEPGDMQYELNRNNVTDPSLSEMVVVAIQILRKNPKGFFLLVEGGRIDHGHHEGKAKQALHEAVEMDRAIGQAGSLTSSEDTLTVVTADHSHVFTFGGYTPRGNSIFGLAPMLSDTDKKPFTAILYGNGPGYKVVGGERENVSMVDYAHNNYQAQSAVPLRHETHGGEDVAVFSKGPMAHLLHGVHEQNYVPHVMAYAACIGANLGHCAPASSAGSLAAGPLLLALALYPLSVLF
TNAP act hiacc = TNAP activators at high phosphate acceptor level, primary screen, biochemical, luminescence, uHTS; purified TNAP, CDP-star luminescence, 1 M DEA, 30 min; stronger effect = higher value; 0 = EDTA background, 1 = DMSO-only activity; activation factor at 20 µM; 200,000 tested, under 10 active;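 active = activation factor at least 2 at 20 µM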
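Assay system: human TNAP; Input: enzyme diluted 1/800 final; Reagent: CDP-star luminogenic substrate at 100 µM final; Timing: 30 min, room temperature; Signal: luminescence; Evaluation: TNAP activation factor scaled between EDTA and DMSO control wells.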
FLuc act counter = FLuc activators, initial screening, artefact control for FLuc-dependent activation tests, biochemical, ATPlite luminescence | AID 1027, 2008 | ATPlite luciferase biochemical, 10 min; 0 = ATP-free wells, 1 = DMSO control | 200,000 tested, under 10 active | Luciferin 4-monooxygenase (Photinus pyralis), P08659 | activation factor at 10 µM;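 active = luciferase activation factor, scaled between plate controls, of at least 2 with compound at 10 µM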
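Assay system: Luciferase/luciferin detection reagent, cell-free biochemical luciferase assay / Also added: ATP substrate / Schedule: 10 min at ambient temperature / Measured by: luminescence measurement of luciferase light output / Benchmarks: low control with PBS replacing ATP, high control enzyme plus ATP without compound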
TNAP inh no acc = human TNAP enzyme inhibitors, primary screen, biochemical, luminescent, no phosphate acceptor, uHTS; purified TNAP, CDP-star luminescence, 30 min; inhibition, % at 20 µM; 200,000 compounds, 0.26% hits; AID 1012, 2008;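 active = tissue-nonspecific alkaline phosphatase inhibition above about 50% at 20 µM in the single-dose screen, limit read from the data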;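 note: 0% = DMSO negative control and 100% = EDTA positive control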
FLuc inh counter = firefly luciferase enzyme inhibitors, primary screen, artefact control for luciferase-based inhibitor screens, biochemical, luminescence, ATPLite | 10 min | inhibition, % at 10 µM | 200,000 compounds, 1.5% hits | AID 1006, 2008;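 active = inhibition above about 50% when tested at 10 µM, limit read from the data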
APP 5'UTR act = activators of APP 5'UTR luciferase reporter, primary screen, SH-SY5Y cells; SH-SY5Y APP 5'UTR luciferase reporter, luminescence; zero percent = DMSO vehicle wells; activation, % at 2 µM; 190,000 compounds, 1% hits;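 active = activation above a set limit, based on mean plus 3 SD of controls, cut at about 140% in these data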; note: values of inactives mirror those of a sister screen read the other way
bIAP act = bovine intestinal alkaline phosphatase activators, primary screen, biochemical, bovine IAP, CDP-star luminescence | alkaline phosphatase, intestinal [Bos taurus] | purified bovine IAP, 30 min; stronger effect = higher value; fold of DMSO-control signal, blank-subtracted | activation factor at 20 µM | 200,000 compounds, 0.17% hits | AID 1016, 2008;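 active = activation factor of 2 or more at 20 µM, a signal rise over negative controls twice the positive control's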
PMI activator = activators of human PMI, primary screen, biochemical, fluorescence intensity, near-Km mannose 6-phosphate | AID 1214, 2008 | purified human PMI, coupled resazurin fluorescence, 20 min; stronger effect = higher value; 1 = vehicle control, 0 substrate-free wells | activation factor at 20 µM | 190,000 compounds, 0.005% hits;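 active = activation factor of 2 or more at 20 µM, relative to plate controls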
NF-kB neuron act = activators of NF-kB expression in neurons, primary screen, cell-based, HTS; fold change at 12.5 µM; human neuronal cells, NF-kB reporter expression; stronger effect = higher value; AID 1239, 2008; 190,000 compounds, 1.6% hits; in the data active = fold change above about 3.3
An asterisk follows results filed as active.

For Cc1ccc(N(C)C(=O)N2CCN(S(=O)(=O)c3c(C)cc(C)cc3C)CC2)cc1 the results were PMI act hi M6P 1, TNAP inh hi DEA -6, TNAP act hiacc 1.1, FLuc act counter 1, TNAP inh no acc -23, FLuc inh counter -3, APP 5'UTR act -11, bIAP act 1, PMI activator 1 and NF-kB neuron act 0.58.
Screening Cc1c(C#N)c2ncnc(-c3ccccc3)c2n1-c1ccccc1 returned PMI act hi M6P 1, TNAP inh hi DEA -4, TNAP act hiacc 1, FLuc act counter 1.1, TNAP inh no acc -3, FLuc inh counter -10, APP 5'UTR act -9, bIAP act 0.8, PMI activator 1 and NF-kB neuron act 0.84.
O=C(Nc1cccc(S(=O)(=O)N2CCCCC2)c1)c1ccc(OCC2CCCO2)cc1 (stereo not given) was read as PMI act hi M6P 1, TNAP inh hi DEA -6, TNAP act hiacc 1.1, FLuc act counter 1, TNAP inh no acc 0, FLuc inh counter 0, APP 5'UTR act 6, bIAP act 1, PMI activator 1.1 and NF-kB neuron act 0.66.
For Cc1nc(S/C(=C\c2ccc(OCc3ccccc3Cl)cc2)C(=O)O)n[nH]1 the results were PMI act hi M6P 1.1, TNAP inh hi DEA 1, TNAP act hiacc 1, FLuc act counter 1, TNAP inh no acc -168, FLuc inh counter 0, APP 5'UTR act 4, bIAP act 1.1, PMI activator 1 and NF-kB neuron act 0.98.
For COc1ccc(OC)c(Cc2nnc(CCC(=O)NC3CCCCC3)o2)c1 the results were PMI act hi M6P 0.9, TNAP inh hi DEA -1, TNAP act hiacc 1, FLuc act counter 1, TNAP inh no acc 10, FLuc inh counter -2, APP 5'UTR act -6, bIAP act 1, PMI activator 0.9 and NF-kB neuron act 1.5.
`CCCc1nc2ccc(NC(=O)c3ccco3)cc2c(=O)n1Cc1ccccc1Cl` gave PMI act hi M6P 0.9, TNAP inh hi DEA 5, TNAP act hiacc 1, FLuc act counter 1.1, TNAP inh no acc -1, FLuc inh counter -6, APP 5'UTR act 9, bIAP act 0.9, PMI activator 0.9 and NF-kB neuron act 1.1.
Screening O=C(CN1CCN(Cc2ccccc2)CC1)NC(=O)NC1CCCCC1 returned PMI act hi M6P 1, TNAP inh hi DEA 0, TNAP act hiacc 1, FLuc act counter 1, TNAP inh no acc -12, FLuc inh counter -5, APP 5'UTR act 4, bIAP act 1, PMI activator 1 and NF-kB neuron act 0.9.
For CN(Cc1nnc(SCC(=O)NCCc2ccccc2)n1C)S(=O)(=O)c1ccccc1 the results were PMI act hi M6P 1, TNAP inh hi DEA -4, TNAP act hiacc 1, FLuc act counter 1, TNAP inh no acc -13, FLuc inh counter -5, bIAP act 1, PMI activator 0.9 and NF-kB neuron act 0.97.
Screening c1ccc(-c2nnc(SCc3nc4ccccc4[nH]3)o2)cc1 returned PMI act hi M6P 0.9, TNAP inh hi DEA 1, TNAP act hiacc 1, FLuc act counter 1, TNAP inh no acc -13, FLuc inh counter -5, APP 5'UTR act 37, bIAP act 1.4, PMI activator 0.8 and NF-kB neuron act 0.51.
`O=C(c1ncc[nH]1)c1ccco1` gave PMI act hi M6P 1, TNAP inh hi DEA 3, TNAP act hiacc 1, FLuc act counter 1, TNAP inh no acc -3, FLuc inh counter -1, APP 5'UTR act -3, bIAP act 1, PMI activator 1.1 and NF-kB neuron act 0.99.
`CN(C)S(=O)(=O)c1cccc(NC(=O)COC(=O)/C=C/c2ccc3c(c2)OCO3)c1` gave PMI act hi M6P 0.9, TNAP inh hi DEA -2, TNAP act hiacc 1, FLuc act counter 0.8, TNAP inh no acc -7, FLuc inh counter 16, APP 5'UTR act 20, bIAP act 1, PMI activator 0.9 and NF-kB neuron act 1.6.
For COc1cc2nc(C3CCC3)n(NC(=O)C(OC(C)=O)c3ccccc3)c(=O)c2cc1OC (stereo not given) the results were PMI act hi M6P 1, TNAP inh hi DEA -5, TNAP act hiacc 1.1, FLuc act counter 1.1, TNAP inh no acc 1, FLuc inh counter -8, APP 5'UTR act -3, bIAP act 1, PMI activator 1 and NF-kB neuron act 0.93.
`CCCC(=O)Nc1cc(-c2nn(C)c(=O)c3ccccc23)ccc1OC` gave PMI act hi M6P 1, TNAP inh hi DEA -9, TNAP act hiacc 1.1, FLuc act counter 1.1, TNAP inh no acc -3, FLuc inh counter -12, APP 5'UTR act 5, bIAP act 1, PMI activator 1.1 and NF-kB neuron act 0.91.
Screening COc1cccc(NS(=O)(=O)c2nc3nc(C)cc(C)n3n2)c1 returned PMI act hi M6P 1, TNAP inh hi DEA -7, TNAP act hiacc 1.1, FLuc act counter 1.1, TNAP inh no acc -14, FLuc inh counter -6, APP 5'UTR act 6, bIAP act 0.9, PMI activator 1 and NF-kB neuron act 1.
COC(=O)c1[nH]c2ccc(Cl)cc2c1NC(=O)c1ccccc1[N+](=O)[O-] was read as PMI act hi M6P 1.1, TNAP inh hi DEA 1, TNAP act hiacc 1, FLuc act counter 1.1, TNAP inh no acc 1, FLuc inh counter -7, APP 5'UTR act -6, bIAP act 0.3, PMI activator 1 and NF-kB neuron act 0.99.
For CN1CCN(C(=S)c2cn(Cc3cccc(F)c3)c3ccccc23)CC1 the results were PMI act hi M6P 1.1, TNAP inh hi DEA -1, TNAP act hiacc 1, FLuc act counter 1, TNAP inh no acc -6, FLuc inh counter -3, APP 5'UTR act -9, bIAP act 1.1, PMI activator 1 and NF-kB neuron act 0.71.
CC1CC(=O)c2cn3c(nc2C1)nc1ccccc13 (stereo not given) was read as PMI act hi M6P 0.9, TNAP inh hi DEA -4, TNAP act hiacc 1, FLuc act counter 1, TNAP inh no acc -9, FLuc inh counter -3, APP 5'UTR act 4, bIAP act 0.9, PMI activator 0.9 and NF-kB neuron act 1.
Screening CCOc1ccc(-c2nnc(NC(=O)CCCOc3cccc(C)c3)o2)cc1 returned PMI act hi M6P 0.9, TNAP inh hi DEA 1, TNAP act hiacc 1, FLuc act counter 0.9, TNAP inh no acc 3, FLuc inh counter 7, APP 5'UTR act 21, bIAP act 1, PMI activator 1 and NF-kB neuron act 0.63.
For Cc1cc(/C=C2\NC(=S)N(C)C2=O)ccc1N1CCCC1 the results were PMI act hi M6P 0.9, TNAP inh hi DEA 18, TNAP act hiacc 0.8, FLuc act counter 0.9, TNAP inh no acc 21, FLuc inh counter 11, APP 5'UTR act 125, bIAP act 0.9, PMI activator 0.9 and NF-kB neuron act 3.
`Cc1cc(C)n(-c2ccc([N+](=O)[O-])cc2-c2nn[nH]n2)n1` gave PMI act hi M6P 1.3, TNAP inh hi DEA 1, TNAP act hiacc 1, FLuc act counter 1, TNAP inh no acc -2, FLuc inh counter 0, APP 5'UTR act 1, bIAP act 1.1, PMI activator 1.4 and NF-kB neuron act 1.1.
Screening Cc1cccc(NC(=S)NNc2ncc(C(F)(F)F)cc2Cl)c1 returned PMI act hi M6P 1.1, TNAP inh hi DEA 2, TNAP act hiacc 1, FLuc act counter 1.1, TNAP inh no acc -77, FLuc inh counter -10, APP 5'UTR act -4, bIAP act 0.6, PMI activator 0.9 and NF-kB neuron act 0.45.
Screening CN(C)c1ccc(N=Nc2ccccc2C(=O)OCC(=O)NC2CCCC2)cc1 returned PMI act hi M6P 1, TNAP inh hi DEA 34, TNAP act hiacc 0.7, FLuc act counter 0.4, TNAP inh no acc 22, FLuc inh counter 59*, APP 5'UTR act 10, bIAP act 1.1, PMI activator 0.9 and NF-kB neuron act 1.2.
Screening CCCS(=O)(=O)N1CCCC(C(=O)N2CCN(C(=O)OCC)CC2)C1 (stereo not given) returned PMI act hi M6P 1.1, TNAP inh hi DEA -1, TNAP act hiacc 1, FLuc act counter 1.1, TNAP inh no acc -11, FLuc inh counter -8, bIAP act 1, PMI activator 1.1 and NF-kB neuron act 1.
For Cc1ccccc1CSc1nc2[nH]ncc2c(=O)[nH]1 the results were PMI act hi M6P 1.1, TNAP inh hi DEA -3, TNAP act hiacc 1, FLuc act counter 1, TNAP inh no acc -40, FLuc inh counter -3, APP 5'UTR act -1, bIAP act 1.1, PMI activator 1.1 and NF-kB neuron act 0.74.
Screening CCn1c(C)nc2cc(S(=O)(=O)C(F)F)ccc21 returned PMI act hi M6P 0.9, TNAP inh hi DEA 2, TNAP act hiacc 1, FLuc act counter 1, TNAP inh no acc -4, FLuc inh counter 1, APP 5'UTR act 3, bIAP act 1, PMI activator 0.9 and NF-kB neuron act 1.3.
For CCOC(=O)CC(=O)CSc1nc(-c2ccccc2)cc(-c2ccccc2)c1C#N the results were PMI act hi M6P 0.9, TNAP inh hi DEA 0, TNAP act hiacc 1, FLuc act counter 1, TNAP inh no acc -8, FLuc inh counter -4, APP 5'UTR act -12, bIAP act 1, PMI activator 0.9 and NF-kB neuron act 0.87.
CCn1c(SCC(=O)Nc2cccc(OC)c2)nnc1-c1ccc(Cl)cc1 was read as PMI act hi M6P 1.1, TNAP inh hi DEA -5, TNAP act hiacc 1.1, FLuc act counter 1, TNAP inh no acc -10, FLuc inh counter -5, APP 5'UTR act 17, bIAP act 0.9, PMI activator 1 and NF-kB neuron act 0.55.
O=C(c1ccc(S(=O)(=O)Nc2ccc(F)cc2)cc1)N1CCN(C(=O)c2ccco2)CC1 was read as PMI act hi M6P 0.9, TNAP inh hi DEA -2, TNAP act hiacc 1, FLuc act counter 1, TNAP inh no acc -2, FLuc inh counter -4, APP 5'UTR act 7, bIAP act 1, PMI activator 0.9 and NF-kB neuron act 0.73.
